From PubChem BioAssay
IDH1 mut inh – inhibitors of human IDH1 R132H; O75874; IDH1 R132H reductase, diaphorase/resazurin fluorescence, 60 min; inhibition, % at 10 µM; hit rate 0.18% among 70,000; in the data active means inhibition above about 34%;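 further: 0% = DMSO and 100% = no enzyme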
PRC2 inh – inhibitors of human EZH2/PRC2 methyltransferase | PRC2 H3K27 methylation, DELFIA TRF, 1 h | inhibition, % at 12.5 µM | hit rate 0.35% among 57,000 | AID 651548;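 active means mean inhibition of replicates at least 50% and every single replicate also reaching 50%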;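 further: dimethyl H3K27 on biotinylated H3 21-44 peptide detected by antibody; plate controls were median neutral control wells for no effect and median positive control wells for full effect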
Target sequence (Q15910 whole entry, looked up): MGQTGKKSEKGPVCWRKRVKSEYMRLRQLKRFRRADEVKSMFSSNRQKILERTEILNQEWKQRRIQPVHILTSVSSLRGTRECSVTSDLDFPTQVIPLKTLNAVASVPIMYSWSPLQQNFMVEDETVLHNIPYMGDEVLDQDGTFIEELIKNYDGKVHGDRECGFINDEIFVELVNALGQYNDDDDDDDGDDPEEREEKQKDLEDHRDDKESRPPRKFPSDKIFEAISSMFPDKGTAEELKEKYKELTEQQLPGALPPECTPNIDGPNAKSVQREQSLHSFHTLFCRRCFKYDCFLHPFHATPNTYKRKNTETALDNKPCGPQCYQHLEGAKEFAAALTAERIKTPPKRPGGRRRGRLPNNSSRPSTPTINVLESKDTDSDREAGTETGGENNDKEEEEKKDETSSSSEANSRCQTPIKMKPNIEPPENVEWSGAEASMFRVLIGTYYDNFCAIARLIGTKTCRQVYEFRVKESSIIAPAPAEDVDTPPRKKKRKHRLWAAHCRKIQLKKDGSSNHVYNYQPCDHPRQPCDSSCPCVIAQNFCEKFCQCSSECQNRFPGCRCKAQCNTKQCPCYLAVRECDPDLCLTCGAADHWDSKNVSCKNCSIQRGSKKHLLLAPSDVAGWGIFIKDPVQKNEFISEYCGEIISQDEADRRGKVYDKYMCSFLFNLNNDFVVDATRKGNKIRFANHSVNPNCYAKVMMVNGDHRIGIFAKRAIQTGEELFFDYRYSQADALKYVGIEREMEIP
An asterisk follows results filed as active; · = no result given. The list is partial, so the mix of outcomes need not match the whole.

SMILES	IDH1 mut inh	PRC2 inh
C[C@H](NC(=O)C[C@@H]1C[C@@H]2c3cc(NS(C)(=O)=O)ccc3O[C@@H]2[C@H](CO)O1)c1ccccc1	-0.1	1
CO[C@H]1CN(C)C(=O)c2cc(NC(=O)C3CC3)ccc2OC[C@H](C)N(C(C)=O)C[C@H]1C	0.0	-4
COC(=O)c1ccccc1NC(=O)CSc1nc2ccccc2c(=O)[nH]1	0.2	0
COC(=O)C(CC#Cc1ccc2c(c1)[C@]1(C(=O)N2)[C@H](C(=O)O)[C@H]2C(=O)O[C@H](c3ccccc3)[C@H](c3ccccc3)N2[C@@H]1c1ccc(O)cc1)C(=O)OC	0.3	15
C[C@@H]1CN([C@H](C)CO)C(=O)c2cccc(NS(=O)(=O)c3cccs3)c2O[C@H]1CN(C)CC1CC1	-2.8	-7
C[C@@H]1CN([C@H](C)CO)C(=O)Cc2cc(NC(=O)CCC(F)(F)F)ccc2O[C@H]1CN(C)CC1CC1	0.3	-7
COc1ccc(-c2cccc(-c3nc(C(=O)NCC(F)(F)F)cc4c3[C@H](CCO)N([S@@](=O)C(C)(C)C)C4)c2)cc1	0.4	-16
C[C@H]1CN([C@@H](C)CO)C(=O)Cc2cc(NC(=O)Nc3ccc(F)cc3)ccc2O[C@H]1CN(C)CC1CC1	-0.3	1
Cn1cnc(S(=O)(=O)N[C@@H]2C=C[C@H](CC(=O)NCC3CCCCC3)O[C@H]2CO)c1	0.3	-5
C[C@@H]1CN([C@@H](C)CO)C(=O)c2ccccc2-c2ccccc2CO[C@H]1CN(C)S(=O)(=O)c1ccc(Cl)cc1	·	-2
C[C@H]1C(=O)N2c3ccccc3[C@@]3(O)C[C@@H]4C(=O)N[C@@](C)(c5nc6ccccc6c(=O)n54)N1[C@@H]23	-0.5	-4
COc1ccc(NC(=O)N(C)C[C@H]2Oc3c(NC(=O)c4ccncc4)cccc3C(=O)N([C@@H](C)CO)C[C@@H]2C)cc1	·	-5
CC(=O)N(C)C[C@H]1Oc2cc(-c3cccc(F)c3)ccc2S(=O)(=O)N([C@H](C)CO)C[C@H]1C	-0.9	·
CCCN(C)C[C@H]1OCCCC[C@@H](C)Oc2ccc(NC(=O)Cc3ccccc3)cc2C(=O)N([C@@H](C)CO)C[C@H]1C	-1.5	3
C[C@@H]1CN([C@@H](C)CO)C(=O)c2cccc(NS(=O)(=O)c3cn(C)cn3)c2O[C@@H]1CN(C)Cc1ccncc1	·	-10
C[C@@H]1CN([C@H](C)CO)C(=O)c2cc(NC(=O)C3CC3)ccc2O[C@H]1CN(C)C(=O)Nc1ccc2c(c1)OCO2	-1.4	-7
Cc1ccc(S(=O)(=O)Nc2ccc3c(c2)C(=O)N([C@@H](C)CO)C[C@@H](C)[C@H](CN(C)Cc2ccncc2)OCCCC[C@@H](C)O3)cc1	1.6	·
C[C@H](CO)N1C[C@H](C)[C@@H](CN(C)C)Oc2ccc(NC(=O)C3CC3)cc2C1=O	2.8	-6
C[C@H]1CCCCO[C@H](CN(C)S(=O)(=O)c2ccccc2)[C@@H](C)CN([C@@H](C)CO)C(=O)c2cc(NC(=O)Nc3ccc(C(F)(F)F)cc3)ccc2O1	3.5	·
C[C@H](CO)N1C[C@H](C)[C@@H](CN(C)C(=O)C2CCCCC2)OCCCC[C@H](C)Oc2ccc(NS(=O)(=O)c3ccccc3)cc2C1=O	-1.4	·
CO[C@@H]1CN(C)C(=O)c2cc(NC(=O)Nc3ccccc3Cl)ccc2OC[C@@H](C)N(C)C[C@H]1C	-1.2	-19
C[C@H]1CN([C@@H](C)CO)S(=O)(=O)c2ccc(-c3cncnc3)cc2O[C@H]1CN(C)C	-0.9	9
CNC[C@H]1Oc2ccc(NC(=O)Nc3ccc(OC)cc3)cc2C(=O)N([C@H](C)CO)C[C@H]1C	0.3	3
C[C@@H]1CN([C@@H](C)CO)S(=O)(=O)c2ccc(-c3cncnc3)cc2O[C@H]1CN(C)C(=O)CC1CC1	-4.2	-1
C[C@@H]1CN([C@H](C)CO)C(=O)c2cc(NC(=O)C3CCCCC3)ccc2O[C@@H](C)CCCCO[C@@H]1CN(C)C(=O)Nc1ccccc1	1.1	·
C[C@H](CO)N1C[C@H](C)[C@H](CN(C)S(=O)(=O)c2ccc(Oc3ccccc3)nc2)OCc2cn(nn2)CCCC1=O	1.5	·
C[C@@H]1CN([C@H](C)CO)C(=O)c2cc(NC(=O)CCN3CCOCC3)ccc2O[C@@H]1CN(C)Cc1ccc(-c2ccccc2)cc1	0.4	-4
Cc1ccc(S(=O)(=O)N[C@@H]2CC[C@@H](CCNC(=O)C3CCOCC3)O[C@@H]2CO)cc1	0.0	-8
CCCC(=O)Nc1ccc2c(c1)OC[C@H](C)NC[C@H](C)[C@H](OC)CN(C)C2=O	0.2	0
C[C@@H]1CN([C@H](C)CO)C(=O)c2cc(NS(=O)(=O)c3ccccc3)ccc2O[C@@H]1CN(C)Cc1ccc(C(F)(F)F)cc1	0.1	-28
CC(C)C#Cc1cnc2c(c1)C(=O)N([C@H](C)CO)C[C@@H](C)[C@H](CN(C)Cc1ccccc1)O2	-7.4	-4
O=C(C[C@H]1CC[C@@H](NC(=O)CN2CCOCC2)[C@H](CO)O1)NC1CCCCC1	0.0	-4
COc1ccc(S(=O)(=O)N[C@@H]2C=C[C@H](CC(=O)NCCc3ccncc3)O[C@@H]2CO)cc1	-0.2	-8
C[C@H](NC(=O)C[C@@H]1C=C[C@@H](NC(=O)C2CC2)[C@H](CO)O1)c1ccccc1	-0.1	2
C[C@@H]1CN([C@H](C)CO)C(=O)c2ccccc2-c2ccccc2CO[C@H]1CN(C)C(=O)CCC(F)(F)F	·	7
CO[C@@H]1CN(C)C(=O)c2ccc(NS(C)(=O)=O)cc2OC[C@@H](C)N(Cc2ccccn2)C[C@H]1C	·	-3
COc1ccc(NC(=O)Nc2ccc3c(c2)C(=O)N([C@H](C)CO)C[C@H](C)[C@@H](CN(C)C(=O)Nc2ccc(C(F)(F)F)cc2)O3)cc1	-5.7	·
C[C@H](CO)N1C[C@H](C)[C@@H](CN(C)S(=O)(=O)c2cccs2)Oc2ccc(N(C)C)cc2C1=O	0.7	-5
COc1ccc(S(=O)(=O)N(C)C[C@@H]2OCCCC[C@@H](C)Oc3ccc(N(C)C)cc3C(=O)N([C@@H](C)CO)C[C@H]2C)cc1	·	-28
Cc1noc(C)c1NC(=O)Nc1cccc2c1O[C@H](CN(C)S(=O)(=O)c1ccc(F)cc1)[C@H](C)CN([C@@H](C)CO)C2=O	2.2	·
CC(C)Oc1ccc2c(=O)c3cc(C(=O)O)ccc3oc2c1	1.1	11
CC(C)CC#Cc1cnc2c(c1)C(=O)N([C@H](C)CO)C[C@H](C)[C@@H](CN(C)C(=O)CC1CC1)O2	5.6	-20
C[C@@H]1CN([C@H](C)CO)S(=O)(=O)c2ccc(C#CC3CC3)cc2O[C@@H]1CN(C)C(=O)C1CCCCC1	·	-18
CNC[C@@H]1Oc2cc(C#CC(C)(C)O)ccc2S(=O)(=O)N([C@H](C)CO)C[C@H]1C	1.4	-8
C[C@H]1CN([C@@H](C)CO)C(=O)c2cccc(NC(=O)Nc3cccc4ccccc34)c2O[C@@H]1CN(C)C(=O)Nc1ccc(F)cc1	2.1	-20

Copied from the list.
Under IDH1 mut inh, C[C@H](NC(=O)C[C@@H]1C=C[C@@H](NC(=O)C2CC2)[C@H](CO)O1)c1ccccc1 reads -0.1
Under PRC2 inh, C[C@@H]1CN([C@H](C)CO)C(=O)c2ccccc2-c2ccccc2CO[C@H]1CN(C)C(=O)CCC(F)(F)F reads 7
Under PRC2 inh, CC(C)CC#Cc1cnc2c(c1)C(=O)N([C@H](C)CO)C[C@H](C)[C@@H](CN(C)C(=O)CC1CC1)O2 reads -20
Under PRC2 inh, COc1ccc(S(=O)(=O)N(C)C[C@@H]2OCCCC[C@@H](C)Oc3ccc(N(C)C)cc3C(=O)N([C@@H](C)CO)C[C@H]2C)cc1 reads -28

Going on with the list.
SMILES	IDH1 mut inh	PRC2 inh
O=C(Nc1ccc(F)cc1)N[C@H]1CC[C@H](CCNS(=O)(=O)c2cccc(Cl)c2)O[C@@H]1CO	0.0	3
COc1ccccc1CN1C[C@H](C)[C@@H](OC)CN(C)C(=O)c2cc(NC(C)=O)ccc2OC[C@@H]1C	-0.1	-2
COCc1cn(CC[C@@H]2CC[C@@H](NC(=O)c3ccncc3)[C@H](CO)O2)nn1	-0.3	11
COc1cccc2cc(C(=O)N3CCN(CCN4C(=O)c5cccc6cccc(c56)C4=O)CC3)c(=O)oc12	-1.0	-1
C[C@H](CO)N1C[C@H](C)[C@@H](CN(C)S(=O)(=O)c2ccccc2)Oc2ccc(NC(=O)CCCCCC(=O)Nc3ccccc3N)cc2C1=O	·	11
COc1ccc(S(=O)(=O)Nc2ccc3c(c2)C(=O)N([C@H](C)CO)C[C@@H](C)[C@@H](CN(C)S(C)(=O)=O)O3)cc1	0.3	·
C[C@@H]1CN([C@@H](C)CO)C(=O)Cc2cc(NC(=O)Cc3ccccc3)ccc2O[C@@H]1CN(C)Cc1ccc2c(c1)OCO2	·	2
C[C@H]1CN([C@@H](C)CO)C(=O)Cc2cc(NS(=O)(=O)c3ccc(F)cc3)ccc2O[C@H]1CN(C)Cc1ccncc1	0.0	-3
CO[C@@H]1CN(C)C(=O)c2ccc(NC(=O)CN(C)C)cc2OC[C@@H](C)N(C(=O)C2CCOCC2)C[C@H]1C	0.0	3
Cn1cnc(S(=O)(=O)N[C@H]2CC[C@H](CC(=O)NCC3CC3)O[C@H]2CO)c1	-0.3	2
CC(=O)n1cc([C@@H]2C=C(C(=O)N3CCN(Cc4ccccc4)CC3)O[C@H](OCCCCO)C2)c2ccccc21	·	-7
C[C@@H]1CCCCO[C@H](CN(C)S(=O)(=O)c2cn(C)cn2)[C@@H](C)CN([C@H](C)CO)C(=O)c2cc(NS(C)(=O)=O)ccc2O1	-5.1	·
COC(=O)C[C@H]1CC[C@H](NC(=O)c2ccccc2)[C@@H](CO)O1	0.3	-7
Cc1ccc(-n2c(Cn3c(-c4ccccn4)nc4ccccc43)n[nH]c2=S)c(Br)c1	0.5	14
O=C(C[C@@H]1C=C[C@@H](NC(=O)Nc2ccccc2F)[C@@H](CO)O1)NCc1ccc(Cl)cc1	-0.1	6

Given as labelled records: part of the list above.
compound: C[C@H]1CN([C@@H](C)CO)C(=O)Cc2cc(NS(=O)(=O)c3ccc(F)cc3)ccc2O[C@H]1CN(C)Cc1ccncc1
  IDH1 mut inh: 0.0
  PRC2 inh: -3

compound: CO[C@@H]1CN(C)C(=O)c2ccc(NC(=O)CN(C)C)cc2OC[C@@H](C)N(C(=O)C2CCOCC2)C[C@H]1C
  IDH1 mut inh: 0.0
  PRC2 inh: 3

Carrying on.
SMILES	IDH1 mut inh	PRC2 inh
CC(=O)C1=C(C)Nc2ncnn2C1c1ccccc1[N+](=O)[O-] (centres undefined)	0.2	-11
C/C=C/c1ccc2c(c1)O[C@H](CN(C)C(=O)c1cccnc1)[C@@H](C)CN([C@@H](C)CO)S2(=O)=O	-0.3	·
COc1ccc(NC(=O)N(C)C[C@H]2Oc3ccc(NC(=O)Cn4cnnn4)cc3CC(=O)N([C@@H](C)CO)C[C@@H]2C)cc1	1.2	·
C[C@@H](NC(=O)C[C@H]1C[C@@H]2c3cc(NC(=O)CC4CC4)ccc3O[C@@H]2[C@H](CO)O1)c1ccccc1	0.1	13
COc1cccc(NC(=O)N[C@H]2C=C[C@H](CC(=O)NCc3ccncn3)O[C@@H]2CO)c1	-0.2	10
O=C(NCC[C@@H]1CC[C@H](NS(=O)(=O)Cc2ccccc2)[C@H](CO)O1)C1CCCC1	0.3	5
C[C@@H]1CN([C@@H](C)CO)S(=O)(=O)c2ccc(-c3ccccc3F)cc2O[C@@H]1CN(C)Cc1cccnc1	0.6	3
CO[C@H]1CN(C)C(=O)c2ccc(NS(C)(=O)=O)cc2OC[C@@H](C)N(CCC(F)(F)F)C[C@@H]1C	0.2	5
CC(C)NC(=O)Nc1ccc2c(c1)CC(=O)N([C@@H](C)CO)C[C@@H](C)[C@@H](CN(C)Cc1ccc(Cl)c(Cl)c1)O2	-1.3	·
CS(=O)(=O)N(CC(=O)Nc1cccc(Cl)c1Cl)c1cccc(F)c1	-0.3	-6
CO[C@H]1CN(C)C(=O)c2cc(NC(=O)Cc3ccccc3)ccc2OC[C@H](C)N(C(=O)c2ccccc2F)C[C@H]1C	0.2	3
CCCc1cn(CC[C@H]2CC[C@@H](NC(=O)C3CC3)[C@@H](CO)O2)nn1	-0.2	3
C/C(=C\Cc1c(O)ccc2cc(O)c(=O)oc12)COC1OC(CO)C(O)C(O)C1O (centres undefined)	-0.3	14
O=C(C[C@@H]1C[C@H]2c3cc(NS(=O)(=O)c4ccc(F)cc4)ccc3O[C@H]2[C@@H](CO)O1)NCc1ccccc1F	-0.4	8
CC1(C)C[C@H]2C3=CCC4[C@@]5(C)CC[C@H](O[C@@H]6O[C@H](CO)[C@@H](O)[C@H](O)[C@H]6O)C(C)(C)C5CC[C@@]4(C)[C@]3(C)CC[C@@]2(C(=O)O[C@@H]2O[C@H](CO)[C@@H](O)[C@H](O)[C@H]2O)CC1O (some centres undefined)	0.3	·
CC(C)CC#Cc1ccc2c(c1)O[C@H](CN(C)C(=O)NC1CCCC1)[C@H](C)CN([C@@H](C)CO)S2(=O)=O	4.1	-18
Cn1ccnc1SCC(=O)N1c2ccccc2C(C)(c2ccc(Cl)cc2)CC1(C)C (centres undefined)	-0.4	-383

Single records, as listed above. Order of screens: IDH1 mut inh | PRC2 inh
C[C@H](NC(=O)C[C@@H]1C=C[C@@H](NC(=O)C2CC2)[C@H](CO)O1)c1ccccc1 across the screens: -0.1 | 2
CC(C)Oc1ccc2c(=O)c3cc(C(=O)O)ccc3oc2c1 across the screens: 1.1 | 11
COc1cccc(NC(=O)N[C@H]2C=C[C@H](CC(=O)NCc3ccncn3)O[C@@H]2CO)c1 across the screens: -0.2 | 10
C/C(=C\Cc1c(O)ccc2cc(O)c(=O)oc12)COC1OC(CO)C(O)C(O)C1O (centres undefined) across the screens: -0.3 | 14
O=C(C[C@@H]1C=C[C@@H](NC(=O)Nc2ccccc2F)[C@@H](CO)O1)NCc1ccc(Cl)cc1 across the screens: -0.1 | 6
